# Bioassay records as filed in PubChem BioAssay.
# OX1R antag-1 – blocks the human orexin 1 receptor | AID 485270 | hit rate 1.8% among 330,000 | O43613 | inhibition, % at 6.6 µM | OX1R-expressing cells, FRET antagonist read-out; in the data active = inhibition mostly above about 38%, no sharp cut-off; inactive = mostly below about 40%;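 note: 0% = agonist challenge alone and 100% = reference antagonist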
# Target sequence (O43613 whole entry, looked up): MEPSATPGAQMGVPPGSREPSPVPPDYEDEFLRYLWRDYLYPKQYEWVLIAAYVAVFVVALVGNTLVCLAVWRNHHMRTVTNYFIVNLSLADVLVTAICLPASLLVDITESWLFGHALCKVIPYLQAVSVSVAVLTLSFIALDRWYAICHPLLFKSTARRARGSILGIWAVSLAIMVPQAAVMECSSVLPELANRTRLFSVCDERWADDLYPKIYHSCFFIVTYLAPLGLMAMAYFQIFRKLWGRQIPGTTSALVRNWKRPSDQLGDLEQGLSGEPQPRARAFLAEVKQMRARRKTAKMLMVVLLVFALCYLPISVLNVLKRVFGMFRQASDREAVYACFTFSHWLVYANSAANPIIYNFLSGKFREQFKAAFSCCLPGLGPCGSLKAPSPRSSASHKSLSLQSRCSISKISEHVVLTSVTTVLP
# OX1R antag-2 – antagonists of human orexin 1 receptor; CHO/OX1R cells, Fluo-8 calcium fluorescence, orexin A; inhibition, % at 5 µM; hit rate 0.43% among 330,000; AID 434989;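 active = inhibition above its plate's threshold, mean inhibition of all tested compounds on the plate plus 3 SD, cut at about 37% in these data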;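 note: 0% = orexin A challenge wells and 100% = SB-334867-A antagonist wells; not every result past the cut was called active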
# * hit, by the source's call. Outcome played no part in choosing rows; overall some 2.1% were active at least once.
SMILES,OX1R antag-1,OX1R antag-2
CC(=O)Oc1cccc(/C=N\NC(=O)C(=O)N/N=C/c2cccc(OC(C)=O)c2)c1,-1,-1
O=C(Nc1cccc(-c2cscn2)c1)C1CCN(Cc2ccsc2)CC1,19,-26
O=C(CN1CCc2ccccc21)NC(=O)NCc1ccco1,4,-26
O=C1CNC(=O)c2c(nc3n2CCC3)N1,5,-13
CC[C@]1(C(=O)OC)[C@H]2C(=O)N(Cc3ccccc3)C(=O)[C@H]2[C@H]2CN(C)C(=NCc3ccccc3)N21,9,-11
COc1cccc(OC)c1C(=O)OCCCOC(=O)c1c(OC)cccc1OC,12,-5
O=C(Cc1ccccc1)NCC(=O)N/N=C/c1cccnc1,8,-18
COc1ccc(NC(=O)CCSCCC(=O)Nc2ccc(OC)cc2OC)c(OC)c1,31,1
Cn1c(C(=O)N2CCN(Cc3ccccc3)CC2)cc2c(=O)n(C)c3ccccc3c21,17,-33
CCOc1ccccc1C(=O)NCCC(=O)O,12,-11
C/C(=N\NC(=O)CCCNc1cccc(C)c1)c1ccncc1,26,-18
COc1cc(C2C(C#N)=C(N)Oc3cc(N(C)C)ccc32)cc2c1OCO2 (centres undefined),13,3
NS(=O)(=O)c1ccc(CCNC(=O)C2CCC(Cn3c(=S)[nH]c4ccccc4c3=O)CC2)cc1 (centres undefined),3,-13
Cn1c(CN2CCOCC2)nnc1SCc1cccc(F)c1,0,-12
C#CCOc1ccccc1CNc1ccccc1,25,-14
Cc1ccc(-c2nn(-c3cc(Cl)ccc3[N+](=O)[O-])c(=O)c3ccccc23)cc1,5,8
CC(=O)c1ccc(N2CCN(S(=O)(=O)c3ccc4c(c3)CC(=O)N4)CC2)cc1,6,-9
O=C(NCc1ccc(F)cc1)C(c1ccccc1)c1ccccc1,35,-3
CCOc1ccccc1N1CCN(C(=O)c2cccc(-c3ccc(O)cc3)c2)CC1,19,-6
Cc1cccc(C)c1NC(=O)C(NC=O)c1ccccc1Cl (centres undefined),28,-11
CCOC(=O)c1[nH]c2ccccc2c1NC(=O)C(CC)CC,12,-22
O=C(Cc1nnc(NC(=O)Nc2ccccc2)s1)Nc1ccccc1,6,9
O=C1CC(O)(C(F)F)Oc2ccc3ccccc3c21 (centres undefined),21,-16
CC(C)CC(c1nnnn1CC1CCCO1)N1CCN(c2cccc(Cl)c2)CC1 (centres undefined),22,-28
CCCOC(=O)Nc1ccccc1C(N)=O,17,7
COc1ccc(N(CC(=O)Nc2cccc([N+](=O)[O-])c2C)S(C)(=O)=O)cc1OC,3,2
CCOc1ccc(CCNC(=O)COC(=O)c2nc3nc(C)cc(C)n3n2)cc1OCC,13,-13
CCNS(=O)(=O)c1ccc(CCC(=O)NC2CCCC2)cc1,28,-7
O=C(CSc1nnc(-c2ccccn2)o1)Nc1ccc(F)cc1,23,-15
Cc1ccc(-c2cc([C@H]3[C@@H]4C=CCC[C@@]4(C)C(=O)N3Cc3ccccc3)ccc2F)cc1,22,-59
Cc1ccc2nc(NC(=O)C3CCN(C(=O)c4ccc(F)cc4)CC3)sc2c1,16,-27
CN(C)c1ccc(C(=S)N2CCOCC2)cc1Br,9,-24
O=C(CCCCCNc1nc(=S)[nH]c2ccccc12)NCCc1c[nH]c2ccccc12,29,-17
CC1CCCC/C1=N\NC(=S)NCCc1ccccc1 (centres undefined),0,-38
COc1ccc(NC(=O)C2CCCN(c3c4c(nc5ncnn35)CCC4)C2)cc1 (centres undefined),11,-29
C/C(CC(=O)Nc1cc(C)ccn1)=N\NC(=O)c1cccc(C)c1O,17,-7
Cc1cccc(CN2CCN(C(=O)CCl)CC2)c1,0,12
Cn1c(NCc2ccccc2O)nc2ccccc21,10,-13
Cc1occc1C(=O)N/N=C/c1c[nH]c2ccccc12,12,5
C=C(C)COc1ccc(-c2nc(N)nc(C)c2Oc2ccccc2OC)c(O)c1,10,-28
CCN(Cc1ccncc1)C(=S)Nc1ccccc1,15,-18
COc1ccc(C(=O)c2sc(NC(C)C)nc2N)cc1OC,48,-22
COc1ccccc1-n1c(SCC(=O)NC(C)(C)C)nnc1-c1ccco1,3,-28
COc1ccc2[nH]c(=O)c(CN(C(=O)c3ccncc3)C(C)(C)C)cc2c1,27,-16
CCOC(=O)c1c(NC(=O)COc2ccc3ccc(=O)oc3c2)sc(C(=O)N(C)C)c1C,8,2
COCCN(C(=O)CCC(=O)Nc1ccccn1)C(C(=O)NC(C)C)c1ccc(C)cc1 (centres undefined),22,-18
COc1ccc(COC(=O)C2CCN(S(=O)(=O)c3ccc(OC)c(OC)c3)CC2)cc1,2,-1
CCOC(=O)c1c(NC(=O)Nc2ccc(Cl)cc2)sc(C)c1C,35,-21
COc1ccc(F)c(-c2nc(CN3CCC(c4ccccc4)CC3)c(C)o2)c1,9,-24
CCOC(=O)N1CCN(C(=O)c2ccc(OC)c(S(=O)(=O)N3CCOCC3)c2)CC1,22,-15
COc1cccc(NC(=O)Nc2cccc(C(=O)O)c2)c1,12,8
CCN(CC)S(=O)(=O)c1cccc(-c2nnc(SCc3nc4ccccc4s3)o2)c1,15,-17
Cn1c(=O)c2c(SCc3cccnc3)nc(C3CC3)nc2n(C)c1=O,7,-21
CC1CCN(CCOc2ccc(Cl)c(Cl)c2)CC1,8,-20
Cn1c(=O)c(=O)n(C)c2cc([N+](=O)[O-])c(N3CCOCC3)cc21,36,0
CC(=O)Nc1ccc(S(=O)(=O)N2CCN(c3nc(NC4CCCC4)c4ccccc4n3)CC2)cc1,15,8
CC(C)N(C(=O)Cn1c(-c2ccccc2Cl)nc2ccccc21)c1ccccc1,24,-15
OC1CCN(C(=S)Nc2ccc(Nc3ccccc3)cc2)CC1,14,2
Cc1cc(C)c(C#N)c(Nc2cccc(Br)c2)n1,12,-29
CCN(c1ccccc1)S(=O)(=O)c1ccc(OC)c(NC(=O)Cc2ccc(OC)c(OC)c2)c1,4,-14

# Arranged by value in OX1R antag-2 (descending): 3 of the compounds above.
SMILES,OX1R antag-1,OX1R antag-2
OC1CCN(C(=S)Nc2ccc(Nc3ccccc3)cc2)CC1,14,2
COc1ccc(COC(=O)C2CCN(S(=O)(=O)c3ccc(OC)c(OC)c3)CC2)cc1,2,-1
CCN(c1ccccc1)S(=O)(=O)c1ccc(OC)c(NC(=O)Cc2ccc(OC)c(OC)c2)c1,4,-14

# The list goes on.
SMILES,OX1R antag-1,OX1R antag-2
O=C(Nc1cccc(S(=O)(=O)Nc2ccccc2F)c1)c1ccc2ccccc2n1,82*,22
O=[N+]([O-])c1ccc(Nc2nc(N3CCOCC3)nc(N3CCOCC3)n2)cc1,12,-9
Cc1ccc2c(c1)Sc1c(ccc3ccccc13)N2,33,0
CCN(CC)S(=O)(=O)c1cc([N+](=O)[O-])ccc1NNC(=O)Nc1ccc(F)cc1,8,0
C=CCSC1=C(C#N)C(c2cc(Br)c(O)c(OC)c2)CC(=O)N1 (centres undefined),8,-22
CCCCN(C(=O)c1nn(C)c(=O)c2ccccc12)c1c(N)n(CCC)c(=O)[nH]c1=O,4,-17
Cc1ccc(C2(C(F)(F)F)NC(=O)N3N=C4CCCCCN4C3=C2C#N)cc1 (centres undefined),8,-34
COC(=O)c1cc(S(=O)(=O)NCCCN2CCCC2=O)cn1C,16,-5
O=S(=O)(NCCc1cn2ccccc2n1)c1ccc(F)c(C(F)(F)F)c1,15,-26
O=C(Nc1ccccc1)c1ccsc1,17,-4
COc1ccc(C(=O)OCc2cc3cccc(C)c3[nH]c2=O)cc1,30,-18
Oc1cccc(Nc2c3ccccc3nc3ccccc23)c1,21,-8
Cc1cc(NC(=O)CCC(=O)N(c2ccccc2)C(C(=O)NC2CCCCC2)c2cccs2)no1 (centres undefined),39,-24
CC(=O)N1CCSc2ccc(S(=O)(=O)NCCc3cccc(C)c3)cc21,16,-8
O=c1[nH]c(SCc2ccccc2Cl)nc2c1CCC2,10,2
Cc1cccn2c(=O)c3cc(C(=O)NCC(C)C)sc3nc12,3,-17
O=C(COC(=O)c1cccs1)NCC1CCCCC1,7,-2
Cc1cccc(N(C(=O)Cn2nnc3ccccc32)C(C(=O)NCc2ccco2)c2ccncc2)c1C (centres undefined),11,-30
NS(=O)(=O)c1ccc(CNC(=S)NC(=O)c2ccco2)cc1,5,-5
CCOC(=O)[C@H]1[C@H]2COc3ccc(C)cc3[C@@H]2N2C(=O)[C@@H](C)NC(=O)[C@@]12C,2,4
O=C(CSc1n[nH]c(-c2ccccn2)n1)Nc1cccc(Cl)c1,15,-20
CCC1C(C#N)=C(N)OC2=C1C(=O)CC(C)(C)C2 (centres undefined),11,-21
CN1CCN(C(=O)c2ccccc2NC(=O)c2cccc(Cl)c2)CC1,5,-10
C/C(=N/NS(=O)(=O)c1cc(C)ccc1C)c1c[nH]c2ccccc12,10,8
O=C(O)c1ccccc1OCc1nc2ccccc2s1,28,-36
O=C(COc1ccccc1)Nc1nnc(S(=O)(=O)Nc2ccccc2)s1,6,-6
COc1ccc2[nH]cc(CCNC(C)=O)c2c1,12,-8
NS(=O)(=O)c1ccc(CCNC(=O)CC(NC(=O)c2ccccc2Cl)c2ccccc2)cc1 (centres undefined),1,-7
CCOc1ccc(CCNC(=O)C2CCN(c3nnc(-n4cccc4)s3)CC2)cc1,9,-16
COc1ccc(-c2cc(C(F)(F)F)nc(S(C)(=O)=O)n2)cc1OC,12,-2
CC(C)Sc1nc2[nH]ncc2c(=O)[nH]1,2,0
CC(=O)Nc1nnc(COc2ccc(Cl)cc2)s1,3,-10
O=C1CCCN1c1ccc(S(=O)(=O)Nc2cccnc2)cc1,3,-4
COc1ccc(C2/C=C\CN(Cc3ccncc3)CC(=O)N2Cc2ccc(F)cc2)cc1 (centres undefined),21,-26
CCCc1ccc2oc(C(=O)N(C)Cc3cnccn3)c(C)c2c1,16,-19
O=C(CC(Nc1ccc(Cl)cc1)C(=O)O)c1ccccc1 (centres undefined),9,-19
CCC(CC)c1nnc(NC(=O)c2nn(C)c(=O)c3ccccc23)s1,17,-19
N#CC1=C(N)N2C(=C(C#N)C1c1ccc(Br)cc1)Nc1ccccc12 (centres undefined),76*,-2
CCOC(=O)C1CCCN(Cc2ccc(OCc3ccccc3)cc2)C1 (centres undefined),5,-17
OCCNCc1cc(Br)ccc1OCc1ccc(F)cc1,17,-18

# OX1R antag-1, entries above that show a hit
SMILES,OX1R antag-1,OX1R antag-2
O=C(Nc1cccc(S(=O)(=O)Nc2ccccc2F)c1)c1ccc2ccccc2n1,82*,22
N#CC1=C(N)N2C(=C(C#N)C1c1ccc(Br)cc1)Nc1ccccc12 (centres undefined),76*,-2

# Additional entries follow:
SMILES,OX1R antag-1,OX1R antag-2
CCOC(=O)c1[nH]cnc1C(=O)NC1CCN(C(=O)OC(C)(C)C)CC1,3,-8
O=C(O)Cc1ccc2c(c1)N(S(=O)(=O)c1cccs1)CC(C(=O)O)O2 (centres undefined),-3,6
Cc1oc(-c2cc(Cl)cc(Cl)c2)cc1C(=O)NCCc1ccccc1,10,-14
CCCn1c(SCC(=O)N2CCCCC2)nnc1-c1ccco1,10,-17
CCCc1ccc(-c2cc(NC(=O)CSc3n[nH]c(N)n3)n(-c3ccccc3)n2)cc1,-4,-8
CCN(CC)S(=O)(=O)c1cccc(C(=O)NC(C(=O)NCCc2ccccn2)C(C)C)c1 (centres undefined),5,-38
C/C(=N\NC(=O)CNC(=O)c1cccs1)c1ccc(Cl)c(Cl)c1,9,-9
O=C(NC1CCCCCC1)C1CCN(C(=O)c2cccc(Cl)c2)CC1,6,-2
CCOc1cc(/C=C2\C(=N)N3N=C(CC)SC3=NC2=O)ccc1OCCOc1ccc(NC(C)=O)cc1,9,-20
COc1cccc(S(=O)(=O)NCc2ccc3c(c2)OCO3)c1,9,-12
COCCCNC(=O)CN(c1cc(Cl)ccc1OC)S(C)(=O)=O,1,-3
COc1ccc(/C=C2\SC(=S)N(CCCC(=O)N3CCOCC3)C2=O)cc1OC,5,-14
C/C(=N\O)c1ccc2[nH]ccc2c1,20,-14
O=C(CCn1c(=S)oc2ccccc21)NC1CCCCC1,4,-8
Cc1ccc(N(C(=O)c2csnn2)C(C(=O)NC(C)(C)C)c2ccccn2)cc1 (centres undefined),31,-16
CC(=O)c1ccc(OCc2cc(C(=O)N3CCC(c4ccncc4)CC3)no2)cc1,16,-5
C#Cc1cccc(NC(=O)CSc2nnc(-c3ccc(C(F)(F)F)cn3)o2)c1,3,-20
NS(=O)(=O)c1ccc(NCc2cc(Cl)ccc2OCc2ccc(F)cc2)cc1,23,-2
O=C(Nc1ccc(F)cc1)Nc1ccc2c(c1)CCC2,10,7
CNCCCCOc1ccc(C(C)(C)C)cc1Cl,-3,-2

# Full records from above.
# `CCOc1cc(/C=C2\C(=N)N3N=C(CC)SC3=NC2=O)ccc1OCCOc1ccc(NC(C)=O)cc1` reads OX1R antag-1: 9; OX1R antag-2: -20
# `CCOC(=O)c1[nH]cnc1C(=O)NC1CCN(C(=O)OC(C)(C)C)CC1` reads OX1R antag-1: 3; OX1R antag-2: -8
# `CNCCCCOc1ccc(C(C)(C)C)cc1Cl` reads OX1R antag-1: -3; OX1R antag-2: -2

# Further results
SMILES,OX1R antag-1,OX1R antag-2
CC(=O)Nc1ccc(Nc2c3ccccc3nc3ccccc23)cc1,35,-18
CCOC(=O)c1csc(NC(=O)CCSc2ccccc2)n1,17,-26
Cc1nc2[nH]onc2c2nccc(=O)c12,121*,-21
COC(CNC(=O)c1ccc2c(c1)nc(C)n2-c1cccc(F)c1)OC,19,-5
Cc1nn(C)c(C)c1NC(=O)CCSc1nc(-c2ccco2)cc(C(F)(F)F)n1,7,-19
COc1ccc(C)cc1-n1cnnn1,2,4
COC(=O)c1[nH]c2cccc(OC)c2c1NC(=O)CCN1CCSCC1,10,3
Cc1ccccc1OCCNc1cc(N2CC(C)NC(C)C2)ccc1[N+](=O)[O-] (centres undefined),9,-10
CCOC(=O)N1CCN(C(=O)Nc2sc3nc4n(c(=O)c3c2C)CCC(C)CC4)CC1 (centres undefined),10,-33
